IL-2 act – IL-2 activation; IL-2 activation reporter assay, cell-based qHTS; stimulated with anti-CD3/CD4/CD28 beads; in transgenic mouse T cells; activation, % (series mostly up to about 46 µM); hit rate 0.065% among 360,000; in the data active = activation above about 50%; inconclusive = mostly about 30% to 49%; note: 0% is about no effect
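Quantitative HTS in unstimulated transgenic mouse T cells, with memory T cells as non-tolerant control and PMA/ionomycin as tolerance-bypass control. Compound pretreatment lasted 60 minutes before 18 h bead stimulation; EGFP/DsRed fluorescence read.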
aSyn yeast inh – alpha-synuclein toxicity inhibition in yeast; hit rate 0.14% among 370,000; Potency, µM (series often up to 46.1 µM), without a hit: top-dose growth rescue (activation), hits mostly activators; Yeast expressing alpha-synuclein, growth rescue, BacTiter-Glo, 24 h; note: potency is the fitted concentration of half-maximal effect; % of control where 0% means no effect; nearly all actives have a fitted effect of over 65% in size
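Readout is rescue of growth in alpha-synuclein-expressing yeast, so inhibitors of toxicity appear as activators. Growth after 24 hr at 30 deg C in galactose medium is quantified by luminescence.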
PLK1 PBD inh – blocks phosphopeptide binding to human PLK1 polo-box domain; AID 720504; hit rate 2.8% among 360,000; Potency, µM, inactives show max response, negative = inhibition, most hits filed as inhibitors; Plk1 PBD binding of FITC phosphopeptide, fluorescence polarization; note: potency is the fitted concentration of half-maximal effect; series mostly up to about 57 µM; % is set by controls: 0 for no effect and ±100 for the full control effect; nearly all actives have a fitted effect of over 65% in size
Abeta rescue – restores growth of yeast expressing A-beta42 peptide | Potency, µM (series often up to 46.1 µM), inactives show at the highest dose growth rescue, hits mostly activators | yeast expressing A-beta42, growth rescue, OD600, 48 h; response scale: 0% DMSO, 100% iron-clioquinol control | hit rate 0.063% among 410,000 | AID 1347071; note: potency is the fitted concentration of half-maximal effect; nearly all actives have a fitted effect of over 55% in size
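Yeast A-beta toxicity model in growth medium with pinned compounds, 48 h at 30 C; growth read as absorbance at 600 nm. Normalized to FeCl3/clioquinol equimolar mix (positive) and DMSO (negative).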
FUS yeast rescue – rescues growth of FUS-expressing yeast; S. cerevisiae FUS-expressing, growth rescue, OD600, 24 h; Potency, µM (series often up to 76.6 µM), inactives show at the highest dose growth rescue (activation), hits mostly activators; hit rate 0.24% among 390,000;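 note: potency is the fitted concentration of half-maximal effect; plate controls were DMSO vehicle for no effect and reference control for full effect; nearly all actives have a fitted effect of over 55% in size; some results filed as inactive show a strong effect at the top dose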
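Toxicity suppression screen in FUS-yeast. Cells induced with 2% galactose, starting OD 0.005, treated 24hr at 30C with compounds at multiple final concentrations; growth by OD600.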
PI5P4Ka inh – inhibitors of human PI5P4K alpha. P48426. PI5P4Kalpha enzyme, ADP-Glo luminescence, 60 min; stronger effect = lower value. max response, %. hit rate 1.2% among 330,000. AID 652105; active = max response of -50% or lower; inconclusive = between -30% and -50%; inactive = -30% or higher; note: value at the top dose of about 77 µM; % is set by controls: 0 for no effect and ±100 for the full control effect
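Single end-point luminescence (ADP-Glo) quantified ADP from PI5P4Kalpha turnover; ATP 5 microM final, 1 h at RT, 0.1% CHAPS and 0.28 mM EGTA in HEPES pH 7.4.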
WRN helicase inh – inhibitors of human WRN helicase | WRN helicase unwinding, fluorescent forked duplex, kinetic | Potency, µM (top dose mostly 114 µM), without a hit: top-dose activity change, negative = inhibition, hits mostly inhibitors | Q14191 | hit rate 0.46% among 360,000 | AID 651768; note: potency is the fitted concentration of half-maximal effect; % is set by controls: 0 for no effect and ±100 for the full control effect; nearly all actives have a fitted effect of over 55% in size
Target sequence (Q14191 whole entry, looked up): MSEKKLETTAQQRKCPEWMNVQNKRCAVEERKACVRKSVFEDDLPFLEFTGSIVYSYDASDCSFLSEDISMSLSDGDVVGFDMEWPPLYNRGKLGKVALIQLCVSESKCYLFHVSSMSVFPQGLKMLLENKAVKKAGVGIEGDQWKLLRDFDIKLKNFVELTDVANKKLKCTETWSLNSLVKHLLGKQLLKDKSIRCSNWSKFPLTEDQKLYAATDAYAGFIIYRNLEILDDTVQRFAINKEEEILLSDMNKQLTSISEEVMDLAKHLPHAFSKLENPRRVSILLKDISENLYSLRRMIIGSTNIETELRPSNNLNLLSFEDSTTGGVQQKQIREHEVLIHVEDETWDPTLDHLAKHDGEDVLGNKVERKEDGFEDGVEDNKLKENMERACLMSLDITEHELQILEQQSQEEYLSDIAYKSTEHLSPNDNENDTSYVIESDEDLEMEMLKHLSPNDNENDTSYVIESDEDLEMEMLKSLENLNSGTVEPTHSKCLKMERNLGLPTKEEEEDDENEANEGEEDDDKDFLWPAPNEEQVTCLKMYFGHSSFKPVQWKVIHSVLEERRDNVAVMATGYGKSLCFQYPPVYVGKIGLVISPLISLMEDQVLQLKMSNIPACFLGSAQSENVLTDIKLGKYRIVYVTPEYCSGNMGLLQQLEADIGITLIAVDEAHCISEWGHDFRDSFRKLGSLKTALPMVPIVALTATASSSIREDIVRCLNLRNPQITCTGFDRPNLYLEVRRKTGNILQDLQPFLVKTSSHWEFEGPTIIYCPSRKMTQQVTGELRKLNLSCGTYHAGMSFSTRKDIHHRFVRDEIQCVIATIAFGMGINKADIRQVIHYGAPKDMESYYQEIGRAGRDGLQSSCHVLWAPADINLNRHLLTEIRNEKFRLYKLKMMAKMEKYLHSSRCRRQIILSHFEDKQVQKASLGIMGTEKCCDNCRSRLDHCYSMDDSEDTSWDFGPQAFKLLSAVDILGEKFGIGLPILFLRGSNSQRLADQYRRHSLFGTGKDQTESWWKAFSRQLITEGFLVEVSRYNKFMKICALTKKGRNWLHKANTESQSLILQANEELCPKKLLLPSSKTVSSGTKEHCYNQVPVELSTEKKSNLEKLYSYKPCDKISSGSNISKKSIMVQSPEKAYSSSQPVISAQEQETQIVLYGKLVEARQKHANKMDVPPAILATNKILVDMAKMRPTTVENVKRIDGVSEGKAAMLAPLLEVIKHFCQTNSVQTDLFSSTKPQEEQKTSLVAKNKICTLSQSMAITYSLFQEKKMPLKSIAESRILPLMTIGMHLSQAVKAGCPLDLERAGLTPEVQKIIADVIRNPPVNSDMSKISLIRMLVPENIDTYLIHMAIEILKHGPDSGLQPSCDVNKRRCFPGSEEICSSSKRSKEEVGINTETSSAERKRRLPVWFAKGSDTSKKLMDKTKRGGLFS
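Screening of the MLSMR collection measured strand separation of a quenched forked DNA duplex (100 nM) by 20 nM WRN with 2 mM ATP, all final. Compounds were preincubated with enzyme 15 min at room temperature.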
EPAC1 ag – agonists of human EPAC1. O95398. EPAC1 agonist qHTS, biochemical assay; response scale: 100% = response to 6.5 mM cAMP. Potency, µM (doses to about 154 µM), inactives show at the top dose activation, usual class: activators. hit rate 0.073% among 360,000. AID 720707; note: potency is the fitted concentration of half-maximal effect; nearly all actives have a fitted effect of over 60% in size
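Fluorescent GDP-exchange assay: 100 nM EPAC1 with 250 nM Rap1B preloaded with BODIPY-GDP and 50 uM GDP; compounds tested as concentration series, 5 min at room temperature, then read every 5 min for 30 min (ex 480/em 540 nm); normalized to 6.5 mM cAMP.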
EPAC1 antagonist – antagonists of human EPAC1. EPAC1 GEF assay, Rap1b-BODIPY-GDP exchange fluorescence. Potency, µM (highest dose often 115 µM), inactives show top-dose activity change, negative = inhibition, most hits filed as inhibitors. hit rate 0.14% among 360,000. AID 720709;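 note: potency is the fitted concentration of half-maximal effect; plate controls were vehicle for no effect and positive control for full effect; nearly all actives have a fitted effect of over 50% in size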
Starred values were filed as active, the others as inactive; u = inconclusive; x = no result given; & = joins results of further samples; [ ] = another dose, or the depositor's remark. Unless noted, calls come from the whole dose curve; as a rule, active = well fitted curve in the direction sought with a large enough effect; inconclusive = small, poorly fitted or top-dose-only effect, or another doubt; inactive = no such curve, though single readings can be large; an effect the other way counts as inactive or inconclusive. Compounds as they come (roughly 4.1% active in at least one column).

SMILES	IL-2 act	aSyn yeast inh	PLK1 PBD inh	Abeta rescue	FUS yeast rescue	PI5P4Ka inh	WRN helicase inh	EPAC1 ag	EPAC1 antagonist
O=C(CSc1n[nH]c(=O)[nH]c1=O)Nc1c(Cl)cc(Cl)cc1Cl	0.9	7%	18%	8%	x	-6	-6%	2%	3%
Cc1ccccc1NC(=O)c1cnn(-c2ccccc2)c1NC(=O)c1ccco1	-0.9	1%	0%	7%	5%	x	-6%	4%	2%
CN(C)c1ccc(/C=N/N2C(=S)SC(C)(C)C2N(O)C(=O)Nc2ccc([N+](=O)[O-])cc2)cc1 (stereo unspecified)	-2.9	-4%	27µM*	12%	37%	0	-5%	19%	-7%
Cc1ccc(S(=O)(=O)[N-]c2nc3ccccc3nc2-[n+]2cc(C)cc(C)c2)cc1	0.5	3%	-8%	7%	9%	0	1%	9%	-9%
CC(CCc1ccccc1)NCc1ccncc1 (stereo unspecified)	-2.9	-11%	-2%	-5%	23%	x	-1%	-4%	5%
CC(C)N1CCCC(C)(C(=O)Nc2cccc(Oc3ccccc3)c2)C1 (stereo unspecified)	-0.4	4%	-12%	-18%	-3%	6	2%	-7%	-1%
CC(Cc1c[nH]c2ccccc12)C(=O)NCc1ccco1 (stereo unspecified)	0.0	1%	u	-6%	4%	0	-17%	9%	-3%
Cc1ccc(C)c(C(=O)CN2C(=O)c3ccccc3S2(=O)=O)c1	3.4	-1%	-1%	17%	18%	x	-5%	1%	5%
CN1CCN(C2=Cc3ccccc3Sc3cc(F)ccc32)CC1	-2.2	14%	1%	-6%	-4%	11	-4%	4%	0%
C=CCn1c(SCC(N)=O)nc2nc3c(cc2c1=O)COC(C)(C)C3	-0.4	1%	-7%	0%	16%	3	-3%	7%	6%
O=C(O)c1cccc(CSc2nc(-c3ccccc3)cc(C(F)(F)F)n2)c1	-3.3	3%	u	-20%	17%	-4	-18%	-4%	-28%
C[C@H](O)[C@@H]1C(=O)N2CCc3c([nH]c4ccccc34)[C@@H]2C[C@@H]1N(C)C(=O)Nc1cc(Cl)cc(Cl)c1	-2.1	9%	-17%	0%	u	-12	-4%	-8%	-20%
O=C(/C=C(\c1ccccc1)n1cncn1)c1ccccc1	0.0	1%	-19%	4%	3%	13	0%	5%	-13%
COc1ccc(C(=O)N2CCN(S(=O)(=O)c3ccc(Cl)cc3)CC2)cc1OC	-1.7	0%	-6%	4%	12%	-1	8%	1%	6%
CCN(CCCNC(=O)C1CCN(C(=O)c2cc3sccc3n2C)CC1)Cc1ccccc1	-1.8	1%	-19%	13%	-2%	4	3%	8%	-24%
COC(=O)c1ccncc1C(=O)Nc1ccc(OC)cc1	1.2	-6%	-15%	0%	20%	0	0%	-3%	0%
CC(=O)Nc1ccc(-c2ccnc3c2CC(C(=O)NCc2ccccc2)O3)cc1 (stereo unspecified)	-0.4	1%	-8%	-6%	-8%	-7	4%[57.1 µM]	0%	5%
COCCn1c(SCc2nnc(-c3ccc(OC)c(OC)c3)o2)nnc1-c1ccncc1	5.7	-3%	-4%	1%	4%	-26	-12%	-10%	-7%
O=C1COc2ccccc2CN1	-0.3	-11%	-2%	-3%	1%	1	-9%	8%	1%
O=C(CSc1nc(-c2ccccc2)c(-c2ccccc2)[nH]1)NCC1CCCO1 (stereo unspecified)	0.2	4%	-9%	-20%	3%	-2	-4%	4%	-5%

Sorted by SMILES length (smallest number first): 3 of the compounds above
SMILES	IL-2 act	aSyn yeast inh	PLK1 PBD inh	Abeta rescue	FUS yeast rescue	PI5P4Ka inh	WRN helicase inh	EPAC1 ag	EPAC1 antagonist
CN1CCN(C2=Cc3ccccc3Sc3cc(F)ccc32)CC1	-2.2	14%	1%	-6%	-4%	11	-4%	4%	0%
C=CCn1c(SCC(N)=O)nc2nc3c(cc2c1=O)COC(C)(C)C3	-0.4	1%	-7%	0%	16%	3	-3%	7%	6%
CCN(CCCNC(=O)C1CCN(C(=O)c2cc3sccc3n2C)CC1)Cc1ccccc1	-1.8	1%	-19%	13%	-2%	4	3%	8%	-24%

Next part
SMILES	IL-2 act	aSyn yeast inh	PLK1 PBD inh	Abeta rescue	FUS yeast rescue	PI5P4Ka inh	WRN helicase inh	EPAC1 ag	EPAC1 antagonist
CC(C)(C)C1CCC(C(=O)NNC(=O)c2ccncc2)CC1 (stereo unspecified)	-0.1	4%	-2%	29%	9%	3	0%	u	9%
CCOc1ccc(NS(=O)(=O)c2ccc3[nH]c(=O)c(=O)[nH]c3c2)cc1	2.4	-2%	-8%	-1%	-6%	3	7%[57.1 µM]	5%	6%
CCOC(=O)[C@H]1[C@H]2COc3ccc(OC)cc3[C@@H]2N2C(=O)CN(Cc3ccc(Cl)cc3)C(=O)[C@@]12C	1.8	5%	1%	0%	24%	6	0%	-3%	2%
CSc1nc(N(C)C)nc(N(C#N)CCOC(C)=O)n1	0.8	0%	-17%	4%	-7%	5	4%	3%	4%
O=C(c1coc(=O)c(Br)c1)N1CCCc2ccccc21	-0.3	-8%	0%	-17%	u	u	u	-2%	5%
CC(=O)C1=CCC(c2ccccc2)N(S(C)(=O)=O)C1 (stereo unspecified)	-0.2	0%	-10%	-14%	-22%	3	1%	14%	-1%
CN1CCc2c(sc3c2C(=O)NC(c2ccc4c(c2)OCO4)N3)C1 (stereo unspecified)	-3.3	-2%	-4%	9%	6%	x	1%	-2%	11%
Cc1ccc2nc(/C(C#N)=N/O)[nH]c2c1	-0.8	-9%	-10%	27%	-7%	-14	-5%	6%	5%
CCOC(=O)C1=C(C)NC2=C(C(=O)CC(c3ccc(OC)c(OC)c3)C2)C1c1ccc(C)o1 (stereo unspecified)	1.1	-4%	-10%	-6%	x	-6	3%	16%	-16%
CCNC(=O)CC1C(=O)N(c2ccc(C)cc2)C(=O)N1CCC(C)C (stereo unspecified)	-0.8	1%	5%	-7%&-10%	5%&1%	5	1%	-6%	u
CCCNC(=S)Nc1ccc(Nc2ccccc2)cc1	-0.1	-7%	-20%	15%	20%	0	-2%	4%	3%
COc1cc(NC(=O)CSc2nc3[nH]ncc3c(=O)n2-c2ccccc2)cc(OC)c1OC	-0.7	-2%	3%	-2%	20%	-8	23%	-6%	-1%
O=C(Cn1nnc2ccccc21)Nc1ccc([N+](=O)[O-])cc1	3.8	3%	-4%	5%	-3%	-1	-18%	-3%	u
Cn1c(SCc2ccc(F)cc2Cl)nc2ccccc2c1=O	-1.6	5%	-4%	-1%	x	18	-20%	8%	-29%
COc1cc(-c2nnc(SCc3ccccc3Cl)o2)cc(OC)c1OC	-0.9	0%	-4%	-10%	x	-1	-25%	9%	-2%
Cc1cccc(N2CCN(C(=S)c3ccccc3)CC2)c1	0.3	2%	-15%	17%	16%	0	-11%	10%	3%
CC1(C)CC(=O)C=C(c2n[nH]nc2-c2ccccc2)C1	-0.4	0%	-12%	-2%	-10%	-10	-1%	-19%	-13%
CCn1c(SCc2ccc(F)cc2)nnc1-c1nn(-c2ccccc2)ccc1=O	0.3	-6%	-3%	7%	0%	-3	-11%	7%	-6%
Fc1ccc(F)c(C2=NNC(=NCC3CCCO3)SC2)c1 (stereo unspecified)	-0.1	-9%	-27%	14%	-15%	6	0%	10%	4%
C/C=C/Cn1c(SCc2ccccc2)nc2c1c(=O)[nH]c(=O)n2C	0.9	0%	24µM*	0%	2%	-3	-17%	11%	-19%
CS(=O)(=O)Nc1ccccc1C(=O)Nc1ccc2c(c1)OCCO2	0.9	0%	4%	-8%	0%	-14	5%	-5%	3%
c1coc(CNc2c3c(nc4ccccc24)CCC3)c1	-1.9	-10%	-6%	4%	24%	x	3%	11%	-10%
O=C(c1ccc(N2CCC3(CC2)OCCO3)c([N+](=O)[O-])c1)N1CCOCC1	-0.8	2%	8%	11%	3%	-4	-1%	5%	6%
O=C1CC(c2ccccc2)CC(O)=C1C=NCc1ccccc1Cl (stereo unspecified)	-1.8	3%	-4%	-8%	-13%	x	-9%	12%	-11%
Cc1cccc(NC(=O)c2cc(S(=O)(=O)N3CCCCC3)c[nH]2)c1C	0.9	2%&2%	-11%	8%&-17%	-6%&-10%	-2	0%	6%	-2%
CCCc1nc(SCC(=O)Nc2nnc(CC)s2)c2c(C)c(C)sc2n1	-1.0	-3%	-19%	8%	-5%	x	-11%	9%	6%
COc1ccc(-c2csc(Nc3ncccc3C)n2)cc1OC	0.0	-30%	-1%	-12%	13%	-5	-6%	6%	-7%
C/C(=N\NC(=O)c1ccccc1OCCOc1ccccc1)c1ccccc1F	-1.0	0%	-5%	-24%	15%	-1	-9%	12%	-5%
O=C(Cc1ccc(Cl)cc1Cl)NC1CCCCCC1	0.4	-10%	-14%	7%	39%	-11	2%	-5%	0%
CCOC(=O)c1c(C)[nH]c(C(=O)COC(=O)COc2ccccc2C=O)c1C	1.2	3%	19µM*	-1%	7%	-12	0%	-8%	-10%
Nc1ccc2c(c1)C(=O)N(c1cccc3ccccc13)C2=O	0.9	11%	-10%	19%	9%	-6	-1%	3%	0%
COC(=O)c1ccccc1NC(=O)Nc1c(C)n(C)n(-c2ccccc2)c1=O	-3.2	3%	2%	1%	-12%	-3	1%	9%	13%
COc1ccc(S(=O)(=O)N2CCOCC2)cc1C(=O)NCc1ccccc1CN1CCCC1	-1.0	-1%	-3%	7%	x	-10	4%	8%	4%
Cc1ccnc(SCC(=O)O)n1	-1.4	1%	0%	28%	-8%	x	1%	0%	-2%
Cc1nc2ccc(S(=O)(=O)NCC(=O)Nc3cccc(F)c3)cc2s1	-1.7	5%	-1%	-5%	-33%	-3	4%	-17%	-1%
O=C(COc1cccc(Cl)c1)Nc1cc(S(=O)(=O)N2CCOCC2)ccc1N1CCOCC1	0.7	-3%	-9%	7%	17%	-3	-2%	13%	0%
COc1ccc(C(C[N+](=O)[O-])c2c(C)[nH]n(-c3ccccc3)c2=O)cc1 (stereo unspecified)	-1.2	-14%	24µM*	-30%	18%	1	u	19%	-5%
Fc1cccc(Nc2ncnc3sccc23)c1	-1.1	-8%	-4%	18%	-26%	-1	-3%	1%	-5%

Source: PubChem BioAssay (National Center for Advancing Translational Sciences (NCATS))
